# Screening data (PubChem)
# Kir21 inh – Kir2.1 (mouse) channel inhibition; P35561; HEK293-Kir2.1, FluxOR thallium flux fluorescence; stronger effect = lower value; B-score at 10 µM; 0.85% of 310,000 active; AID 1672;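 active means fluorescence ratio B-score at or below minus 3 SD of library scores, with starting-brightness B-score within 2 SD, cut at about -4.2 in these data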;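 further: channel flux triggered by added potassium and thallium sulfate stimulus; B-score of peak minus minimum fluorescence over baseline after thallium stimulus; more negative B-score means stronger Kir2.1 block with less thallium influx; some compounds called inactive have numbers as strong as hits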
# Target sequence (P35561 whole entry, looked up): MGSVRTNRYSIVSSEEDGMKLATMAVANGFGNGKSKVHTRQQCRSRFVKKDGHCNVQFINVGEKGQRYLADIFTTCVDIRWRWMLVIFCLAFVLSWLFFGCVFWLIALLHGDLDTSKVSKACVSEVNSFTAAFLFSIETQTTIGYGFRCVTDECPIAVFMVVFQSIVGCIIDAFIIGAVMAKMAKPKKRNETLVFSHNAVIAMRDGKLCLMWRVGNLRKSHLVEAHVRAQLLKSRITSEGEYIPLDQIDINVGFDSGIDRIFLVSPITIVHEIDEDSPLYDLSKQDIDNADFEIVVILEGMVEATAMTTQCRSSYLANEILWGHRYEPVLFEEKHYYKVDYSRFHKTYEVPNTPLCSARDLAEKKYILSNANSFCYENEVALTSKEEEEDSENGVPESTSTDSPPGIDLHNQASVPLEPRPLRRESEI
# STK33 inh – human STK33 kinase inhibition | Q9BYT3 | purified STK33, MBP phosphorylation, ADP-Glo luminescence | inhibition, % at 10 µM | 0.073% of 320,000 active | AID 2661;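 active means inhibition at or above 25%, using the most active replicate where run in duplicate; inactive means inhibition below 25%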
# Target sequence (Q9BYT3 whole entry, looked up): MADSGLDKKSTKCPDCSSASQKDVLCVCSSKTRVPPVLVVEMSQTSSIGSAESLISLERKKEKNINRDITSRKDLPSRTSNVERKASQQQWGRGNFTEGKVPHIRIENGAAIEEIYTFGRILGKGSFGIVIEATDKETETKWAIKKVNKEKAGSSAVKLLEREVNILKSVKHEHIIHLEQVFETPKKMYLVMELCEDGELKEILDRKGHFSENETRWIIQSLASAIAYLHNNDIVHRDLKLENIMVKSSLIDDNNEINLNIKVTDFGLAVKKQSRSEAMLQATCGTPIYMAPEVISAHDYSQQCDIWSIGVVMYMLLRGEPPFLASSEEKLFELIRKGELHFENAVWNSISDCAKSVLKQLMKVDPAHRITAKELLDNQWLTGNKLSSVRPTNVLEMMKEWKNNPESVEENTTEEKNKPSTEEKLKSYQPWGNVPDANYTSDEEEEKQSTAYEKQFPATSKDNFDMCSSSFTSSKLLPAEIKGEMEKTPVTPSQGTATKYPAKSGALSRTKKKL
# Starred values were filed as active, the others as inactive; x = not tested or not shown.
no.	Kir21 inh	STK33 inh	smiles
1	-0.65	-1.5	CCN(CC)CCOc1ccc2c(c1)C(=NO)c1cc(OCCN(CC)CC)ccc1-2
2	0.94	-0.8	COc1ccc(CC(=O)NNS(=O)(=O)c2cccc([N+](=O)[O-])c2)cc1OC
3	-0.66	0.3	CCn1c(SCC(=O)Nc2cc(C)on2)nnc1-c1ccc(S(=O)(=O)N2CCN(C)CC2)cc1
4	-0.41	0.1	CCN(C(=O)c1cc(S(=O)(=O)N2CCc3ccccc32)cn1C)c1ccccc1
5	0.71	3.7	CN1CCN(NC(=O)c2cccc(S(=O)(=O)N3CCCCCC3)c2)CC1
6	-1.9	-0.4	CC1=NN(S(=O)(=O)c2ccc(F)cc2)C(=O)c2ccccc2O1
7	1.4	0.8	COc1ccc(C(=O)CN2C(=O)NC(C)(c3ccccc3)C2=O)cc1OC (stereo not given)
8	-1.4	1.0	COc1ccc(OCC(O)CN2CCC(CN3C(=O)c4cccc5cccc(c45)C3=O)CC2)cc1 (stereo not given)
9	1.3	-3.0	Cc1ccc[n+](C(C)C(=O)c2ccc(Cl)cc2)c1 (stereo not given)
10	-1.8	-1.8	Nc1nonc1-n1nnc(C(=O)c2ccccc2)c1-c1ccccc1
11	0.33	4.2	CCOc1ccc(Nc2nc(Cc3nnc(SCC(=O)NC4CCCC4)n3C)cs2)cc1
12	x	-1.2	COc1ccc(NC(=O)COc2ccc(C(=O)NCc3cccnc3)cc2OC)cc1
13	1.3	-1.6	Cc1ccc(NC(=O)C2CCN(C(=O)NC3CCCCC3)CC2)cc1Cl
14	0.28	-0.3	Cc1nc(NC(=O)C2CC2)sc1C(=O)NC1CCCCC1
15	-0.21	-0.8	CCN(Cc1ccccc1)C(=O)c1cc2cc(OC)c(OC)cc2[nH]1
16	0.51	-4.0	CCCC(=O)NC(c1ccccc1)c1ccc2cccnc2c1O (stereo not given)
17	-1.5	0.1	COCCNC(=O)/C(=C/c1ccccc1Cl)c1ccccc1
18	0.28	0.5	COC(=O)C(=C/C=C/c1cccnc1)C(=O)OC
19	-0.98	6.2	Cc1onc(-c2ccccc2)c1C(=O)OCC(=O)N(C)c1c(N)n(Cc2ccccc2)c(=O)[nH]c1=O
20	-0.3	0.6	CCN1C(=O)[C@H]2[C@@H](c3ccc(C)cc3)N3C(=O)N(c4ccc(C(F)(F)F)cc4)C(=O)[C@@]3(CC)[C@H]2C1=O
21	-2.1	0.0	O=C(Nc1cccc(Cl)c1Cl)c1cc(S(=O)(=O)NCCc2ccccc2)ccc1F
22	x	-0.6	O=C(CN1CCCC1c1cccs1)Nc1cccc(S(=O)(=O)N2CCCC2)c1 (stereo not given)
23	0.05	-1.5	CC(=O)c1ccc(N2CCN(C(=O)C(=O)c3cn(CC(=O)N4CCCCCC4)c4ccccc34)CC2)cc1
24	-0.57	-0.8	Cc1cc(C)cc(NC(=S)N(C)C)c1
25	0.84	-0.8	N#Cc1ccc(-c2csc(NNC(=O)c3ccccc3)n2)cc1
26	0.77	-1.7	CC(=O)/C(=C\N(C)C)Sc1ccc(C)cc1
27	-1.8	-1.0	C=CCN=C1CC(C)(C)C(C(=O)OC)C(O)=C1C(=O)CCC (stereo not given)
28	1.6	0.1	CCCCC(CCCCl)C(=O)Nc1ccccc1 (stereo not given)
29	0.87	0.5	CC(C)N(CCn1c(SCC(=O)N2CC(=O)Nc3ccccc32)nc2ccccc2c1=O)C(C)C
30	-4.7*	-2.6	COc1cc(CNCc2cccc3ccccc23)cc(OC)c1
31	-2.6	-1.6	CCSc1ccccc1C(=O)Nc1nc2ccccc2c(=O)[nH]1
32	-0.26	-0.4	COc1ccccc1/C=C1\SC(=S)N(Nc2nc(C)cc(C)n2)C1=O
33	-1	0.1	Cc1c(N2C(=O)c3ccccc3C2=O)c(=O)n(-c2ccccc2)n1C
34	-0.64	-0.4	OCCNc1nc2ccccc2[nH]1
35	-2.4	2.7	CC(C)OC(=O)CSc1nnc(CNc2cccc(Cl)c2)n1C
36	-0.51	0.3	Cc1ccc(NC(=O)CCNC(=O)c2ccccc2Cl)nc1
37	x	-0.6	Cc1ccc(NC(=O)Cc2nc(COC(=O)c3c(F)cccc3Cl)cs2)cc1
38	0.86	-0.2	CCCCOC(=O)c1ccc(N/C(=N\S(=O)(=O)c2ccccc2)c2ccccc2)cc1
39	-2	-1.2	Cn1c(N)c(-c2ccccc2)c2ccc([N+](=O)[O-])cc2c1=O
40	1.3	-1.8	COc1cccc(OC)c1C(=O)Nc1ccc(S(=O)(=O)Nc2cc(C)nc(C)n2)cc1
41	-0.04	-1.4	CCC(C)[C@@H](C(=O)NCC1CCC(C(=O)O)CC1)n1nnc2ccccc2c1=O (stereo not given in full)
42	-0.02	-1.0	COc1ccccc1-c1cc(C(=O)Nc2cc(C)on2)no1
43	-1.3	-0.6	Cc1ccc(S(=O)(=O)N2CCOCC2)cc1NC(=O)CSc1ccccn1
44	0.03	0.1	COc1cccc(C2CC(c3cccc(OC)c3)n3nc(N)nc3N2)c1 (stereo not given)
45	1.4	0.9	Cc1cccc(NCc2nnc(-c3ccccc3)o2)c1C
46	-2.2	1.0	Cc1ccc(-c2nnc(CSc3nnc(COc4ccccc4)n3-c3ccccc3)o2)cc1
47	-0.1	3.0	O=C(N/N=C/c1cccs1)c1ccc2nc[nH]c2c1
48	1.3	-0.3	CCCN1C(=O)/C(=N\OCC(=O)NCC(F)(F)F)c2ccccc21
49	0.64	-2.2	NS(=O)(=O)c1cccnc1Nc1cccc(Cl)c1
50	1.1	-0.7	Cc1cc(NC(=O)c2ccccc2)n(-c2nc3ccccc3[nH]2)n1
51	0.14	1.2	CC(C(=O)Nc1ccccc1-c1ccccc1)N1CCN(S(=O)(=O)c2ccccc2)CC1 (stereo not given)
52	x	-1.7	CC(Sc1ccccn1)C(=O)Nc1ccc2c(c1)OCO2 (stereo not given)
53	-0.2	-1.3	CC1(C)Cc2c(cnn2-c2ccc(F)cc2)C(NC(=O)CCN2CCCCC2=O)C1 (stereo not given)
54	2.1	-0.8	CCOc1ccccc1C(=O)Nc1nnc(Cc2ccc(OC)c(OC)c2)s1
55	0.37	0.2	ON1C2CCCCC2N(O)C1c1ccccc1C(F)(F)F (stereo not given)
56	1.1	-1.0	O=C(NC1CCCC1)c1ccc(CS(=O)Cc2ccc(Cl)cc2)o1 (stereo not given)
57	-1.2	0.4	COc1ccccc1NC(=O)COc1cccc2c1CCNC2=O
58	-0.79	-0.5	O=C(NC1CC2CCC(C1)N2Cc1ccccc1)c1ccccc1Cl (stereo not given)
59	x	-0.7	CC1CCC(NC(=O)CSc2nnc(-c3cccnc3)o2)CC1 (stereo not given)
60	-0.72	-1.1	Cc1ccc(N(Cc2cc(=O)[nH]c3ccccc23)C(=O)C(C)C)c(C)c1

# By substructure, those above containing an NH in an aromatic ring
no.	Kir21 inh	STK33 inh	smiles
15	-0.21	-0.8	CCN(Cc1ccccc1)C(=O)c1cc2cc(OC)c(OC)cc2[nH]1
19	-0.98	6.2	Cc1onc(-c2ccccc2)c1C(=O)OCC(=O)N(C)c1c(N)n(Cc2ccccc2)c(=O)[nH]c1=O
31	-2.6	-1.6	CCSc1ccccc1C(=O)Nc1nc2ccccc2c(=O)[nH]1
34	-0.64	-0.4	OCCNc1nc2ccccc2[nH]1
47	-0.1	3.0	O=C(N/N=C/c1cccs1)c1ccc2nc[nH]c2c1
50	1.1	-0.7	Cc1cc(NC(=O)c2ccccc2)n(-c2nc3ccccc3[nH]2)n1
60	-0.72	-1.1	Cc1ccc(N(Cc2cc(=O)[nH]c3ccccc23)C(=O)C(C)C)c(C)c1

# (more compounds)
no.	Kir21 inh	STK33 inh	smiles
61	-0.75	-0.8	COc1ccc(-c2csc(N3C(=N)SCC3=O)n2)cc1
62	x	0.5	CC(C)N(C(=O)[C@H]1CC(CC(=O)NCc2ccco2)C(=O)N2CCc3c([nH]c4ccccc34)[C@]12C)C(C)C (stereo not given in full)
63	0.37	-1.9	O=C(Nc1nnc(-c2ccc3c(c2)CCCC3)o1)c1ccccc1Cl
64	-1.7	-0.8	COC(=O)c1ccc(COc2ccccc2/C=N/NS(=O)(=O)c2ccc(C)cc2)cc1
65	-0.4	3.0	Cn1c(C(=O)NCCCN2CCc3ccccc3C2)cc2c(=O)n(C)c3ccccc3c21
66	x	-1.1	O=C(CC1C[C@H](C(=O)N2CCOCC2)[C@@]2(CCC3CCCC3)c3[nH]c4ccccc4c3CCN2C1=O)NCCCn1ccnc1 (stereo not given in full)
67	1.6	x	Cc1ccc(S(=O)(=O)N(Cc2cccc([N+](=O)[O-])c2)C(=O)N2CCN(C)CC2)cc1
68	0.37	-1.7	COc1ccc(C(=O)NNC(=S)NC(=O)c2cc(-c3ccccc3)nc3ccccc23)cc1
69	1.2	4.7	CC(OC(=O)c1cc(Br)ccc1O)C(=O)NCc1ccc2c(c1)OCO2 (stereo not given)
70	-1.8	-0.6	O=C(NCc1ccccn1)C1CCN(S(=O)(=O)c2cc(Cl)ccc2Cl)CC1
71	0.02	-0.8	COC(=O)N(NC(=O)C(O)(c1ccccc1)c1ccccc1)c1ccc(C)cc1
72	0.32	-2.1	Cc1ccc(N(C(=O)Cc2cccs2)C(C(=O)NC2CCCC2)c2ccncc2)cc1 (stereo not given)
73	1.7	-0.6	O=C(C1CCN(C2CC(=O)N(c3ccc(Cl)cc3)C2=O)CC1)N1CCOCC1 (stereo not given)
74	-1.1	-0.9	COc1ccc(C(=O)NCCCOC(=O)c2ccc(OC)cc2)cc1
75	-0.03	-0.7	CN(C(=O)COC(=O)c1ccccc1Cc1ccccc1)C1CCS(=O)(=O)C1 (stereo not given)
76	-0.07	x	CCOC(=O)N1CCC(n2c(=S)[nH]c3cc(OCC)c(OCC)cc3c2=O)CC1
77	1.1	-0.7	COc1ccc(C2CC(c3ccc(C)cc3)=NN2C(=O)CCC(=O)O)cc1OC (stereo not given)
78	-0.84	-4.9	COC(=O)c1cc(C(=O)NC(C)C2CC3CCC2C3)cc([N+](=O)[O-])c1 (stereo not given)
79	x	-1.3	Cc1ccc(S(=O)(=O)N2CCN(C(=O)CN3C(=O)c4ccc([N+](=O)[O-])cc4C3=O)CC2)cc1C
80	0.2	-0.3	CCCS(=O)(=O)N1CCCC(C(=O)Nc2ccc3c(c2)CCC3)C1 (stereo not given)
81	0.01	-2.7	O=C(CN1C(=O)c2ccccc2S1(=O)=O)c1ccc2c(c1)OCCCO2
82	0.03	-2.2	O=C(Nc1ccc(F)cc1)C(c1ccccc1)N1CCN(C(=O)c2ccco2)CC1 (stereo not given)
83	0.47	-1.4	c1ccc(CCCOCCC2CO2)cc1 (stereo not given)
84	x	-0.6	Cn1nc(C(=O)NNC(=O)c2cccc(Cl)c2)c2ccccc2c1=O
85	x	-2.0	Cc1nn(CC(=O)NC2CCC(C)CC2)c(C)c1[N+](=O)[O-] (stereo not given)
86	-1.5	-2.0	CCCCNC1c2ccccc2C(=O)N1Cc1ccccc1 (stereo not given)
87	-0.04	1.2	CCOc1ccccc1NC(=O)c1cc(S(=O)(=O)N2CCC3(CC2)OCCO3)ccc1F
88	-0.35	0.1	CC1CCCCC1NC(=O)CO/N=C/c1ccccc1OC(F)F (stereo not given)
89	-0.55	-1.2	Cc1ccc(C)c(NC(=O)c2ccc3c(c2)N(Cc2ccc(F)cc2)C(=O)CS3=O)c1 (stereo not given)
90	1.4	-1.3	Cc1ccc(NC(=O)CN2C(=O)S/C(=C\c3ccc(C(=O)O)cc3)C2=O)cc1
91	0.58	-0.4	CCCCn1c(N)c(N(CCOC)C(=O)c2cc(C)oc2C)c(=O)[nH]c1=O
92	-0.71	-1.5	CCN(CC)CCN=C1CCCc2ccccc2N1
93	0.45	-0.7	Cc1cccc(C)c1NC(=O)CSc1nnc([C@H](C)NC(=O)OC(C)(C)C)o1
94	-0.69	-0.6	O=C(NCCc1ccccc1)C1CCC(Cn2c(=O)c3ccccc3n(Cc3cccc(F)c3)c2=O)CC1 (stereo not given)
95	-4.5	0.5	COc1ccc(C2C3=C(N=C4SCC(=O)N42)c2ccccc2CC3)cc1 (stereo not given)
96	1.2	-1.8	C/C(=N\NC1=NCCN1)c1ccc(Cl)cc1
97	1.3	0.1	CCN(C(=O)CN1CCN(c2ccccc2O)CC1)c1c(N)n(Cc2ccccc2)c(=O)[nH]c1=O
98	-1.9	1.4	COc1ccc(C(=O)NC2CC3CCCC(C2)N3Cc2ccccc2)cc1 (stereo not given)
99	0.08	-0.4	Cc1cc(NC(=O)C2CC(c3c(F)cccc3Cl)=NO2)n(-c2ccccc2)n1 (stereo not given)
100	0.95	-0.1	O=C(NC1CCCC1)C(c1ccncc1)N(C(=O)c1csnn1)c1ccc(Cl)cc1 (stereo not given)
101	-2.4	2.5	CSc1ccc(CN2CCc3c([nH]c4ccccc34)C2)cc1
102	-0.68	-0.9	CCc1nccn1CCC(=O)NC1CC(C)(C)Cc2c1cnn2-c1ccc(C)cc1 (stereo not given)
103	-1.4	-1.7	Cc1ccccc1C(=O)NC1CC2CCC(C1)N2Cc1ccccc1 (stereo not given)
104	x	0.3	Cc1ccc(CCN2C(Nc3ccccc3)=NC[C@@H]2C)cc1
105	-0.1	0.4	CCN(CC)S(=O)(=O)c1cccc(-c2nnc(SCCCC(=O)c3ccc(F)cc3)o2)c1
106	0.06	-0.4	O=C(C1CCCN(S(=O)(=O)c2ccc(Cl)cc2)C1)N(Cc1cccs1)C1CC1 (stereo not given)
107	x	0.8	Cc1cccc(NC(=O)CN(C)CC(=O)NC(c2ccccc2)c2ccccc2)c1C

# Retrieved by structure from the entries so far:
no.	Kir21 inh	STK33 inh	smiles
92	-0.71	-1.5	CCN(CC)CCN=C1CCCc2ccccc2N1
91	0.58	-0.4	CCCCn1c(N)c(N(CCOC)C(=O)c2cc(C)oc2C)c(=O)[nH]c1=O
